Screening data as filed in PubChem.
Mdm2 ligase inh – MDM2-luciferase reporter signal enhancers, primary screen, MDM2 E3 ligase inhibitor project, cell-based, luminescence, 1536-well; E3 ubiquitin-protein ligase Mdm2 (Homo sapiens), Q00987; cell-based MDM2 ubiquitination luciferase reporter, 2 h; 0 = plate control, 100 = twice control, blank-subtracted; signal enhancement, % at 5 µM; 210,000 compounds, 0.11% hits;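 active = signal enhancement of 30% or more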;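 note: luminescence tracks abundance of the self-degrading MDM2-luciferase fusion protein; higher signal means inhibition of MDM2 E3 ligase activity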
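Test system: stable mammalian line carrying autodegrading MDM2–luciferase fusion reporter; quantity: 2000 cells in each well; times: 4 h cell settling then 2 h compound exposure, 37 °C; detection: luminescence with SteadyLite reagent, 15 min at room temperature; evaluation: percent signal gain over controls, blank-subtracted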
TNF necrop inh – inhibitors of TNF-alpha triggered necroptosis, primary screen, cell-based, Jurkat FADD-/-, single concentration; Jurkat FADD-/- TNF necroptosis rescue, ATP luminescence, 24 h; 0 = TNF only, 100 = no-TNF cells; activation (protection from cell death), % at 10 µM; 220,000 compounds, 0.068% hits; AID 463075, 2010;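 active = activation, meaning protection from cell death, of at least 50% relative to plate controls; inactive = activation below 50%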;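 note: necroptosis triggered by 40 ng/mL TNF-alpha added together with compound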
Runt-SMMHC FRET – inhibitors of RUNX1 Runt–CBFb-SMMHC binding, primary screen, biochemical, FRET, Cerulean-Runt, Venus-CBFb-SMMHC, uHTS. inhibition, % at 20 µM. 220,000 compounds, 0.74% hits. Runt-related transcription factor 1 (Homo sapiens) + Core-binding factor subunit beta …. Cerulean-Runt/Venus-CBFb-SMMHC FRET ratio 530/480, 1 h. AID 1434, 2008;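 active = mean inhibition across duplicate retests at 20 µM reaching about 50%, limit read from the data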;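 note: 0% = DMSO wells and 100% = wells with excess untagged CBFb-SMMHC; inhibitors lower the FRET ratio by blocking Runt binding to CBFb-SMMHC; some results filed as inactive read as strong as hits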
TRPN1 ag – zebrafish TRPN1 channel agonists, primary screen, cell-based, HEK293, calcium fluorescence. transient receptor potential cation channel N1 (TRPN1/NompC), Danio rerio. HEK293 zebrafish TRPN1-YFP, Fluo-8 calcium fluorescence; 100% = response to 87 µM carbachol. activation, % at 3 µM. 220,000 compounds, 0.18% hits. AID 1424, 2008;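 active = activation above its plate's cutoff, the mean activation of test wells on that plate plus 3 SD, cut at about 19% in these data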;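 note: 0% = DMSO alone and 100% = 87 µM carbachol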
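Material – zebrafish TRPN1-YFP in HEK293 cells · Doses – 3 µM single point · Schedule – dye 1 h 37 °C plus 30 min RT · Signal – Fluo-8 calcium fluorescence, excitation 470-495 nm, emission 515-575 nm · Read-out – % activation versus carbachol response · Control set – carbachol high, DMSO low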
EBV gp42 block – Epstein-Barr virus gp42 inhibitors, primary screen, biochemical, uHTS, fluorescence polarization; Glycoprotein 42 (Epstein-Barr virus (strain AG876)), Q1HVG2; Fluorescence polarization binding assay, mP read-out; inhibition, % (tested at 21.74 µM); 220,000 compounds, 0.42% hits; in the data active = inhibition above about 50%
Target sequence (Q1HVG2 whole entry, looked up): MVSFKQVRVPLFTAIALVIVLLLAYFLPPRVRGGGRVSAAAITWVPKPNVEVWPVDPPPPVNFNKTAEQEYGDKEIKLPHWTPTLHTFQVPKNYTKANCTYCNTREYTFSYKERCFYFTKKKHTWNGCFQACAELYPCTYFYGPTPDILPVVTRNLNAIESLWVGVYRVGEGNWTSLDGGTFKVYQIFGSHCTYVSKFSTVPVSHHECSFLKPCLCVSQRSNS
CHOP inh – inhibitors of CHOP promoter induction, primary screen, cell-based, unfolded protein response, luciferase reporter; inhibition, % at 10 µM; CHO-K1 CHOP-promoter luciferase, tunicamycin-induced, 15-18 h; 220,000 compounds, 3.8% hits; AID 2732, 2010;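 active = compounds that reduced the stress-induced luciferase reporter signal by more than about 70% of percent inhibition, limit read from the data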;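 note: 0% = tunicamycin plus vehicle and 100% = wells without tunicamycin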
PPC-1+TRAIL kill – compounds killing PPC-1 cancer cells with TRAIL present, primary screen, TRAIL potentiator project, ATPLite luminescence, uHTS | PPC-1 cells + TRAIL, ATPLite viability luminescence | cell killing (% activity), % at 4 µM | 220,000 compounds, 0.41% hits | AID 1443, 2008;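 active = cell killing above 50% in the first pass at 4 µM, then a duplicate retest at 5 µM averaging 50% or more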;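 note: plate controls were cells with TRAIL plus DMSO for no effect and medium-only wells lacking cells for full effect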
TRPML3 ag – human TRPML3 channel agonists, primary screen, cell-based, HEK293 TRPML3-YFP, Fluo-8 calcium fluorescence, 3 µM; Mucolipin-3 (Homo sapiens), Q8TDD5; 220,000 compounds, 0.29% hits; activation, % at 3 µM; AID 1448, 2008; 100% = the carbachol control signal;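 active = activation above its plate's cutoff, the mean activation of the plate's test wells plus 3 SD, cut at about 12% in these data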;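 note: 0% = DMSO only wells and 100% = carbachol wells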
Target sequence (Q8TDD5 whole entry, looked up): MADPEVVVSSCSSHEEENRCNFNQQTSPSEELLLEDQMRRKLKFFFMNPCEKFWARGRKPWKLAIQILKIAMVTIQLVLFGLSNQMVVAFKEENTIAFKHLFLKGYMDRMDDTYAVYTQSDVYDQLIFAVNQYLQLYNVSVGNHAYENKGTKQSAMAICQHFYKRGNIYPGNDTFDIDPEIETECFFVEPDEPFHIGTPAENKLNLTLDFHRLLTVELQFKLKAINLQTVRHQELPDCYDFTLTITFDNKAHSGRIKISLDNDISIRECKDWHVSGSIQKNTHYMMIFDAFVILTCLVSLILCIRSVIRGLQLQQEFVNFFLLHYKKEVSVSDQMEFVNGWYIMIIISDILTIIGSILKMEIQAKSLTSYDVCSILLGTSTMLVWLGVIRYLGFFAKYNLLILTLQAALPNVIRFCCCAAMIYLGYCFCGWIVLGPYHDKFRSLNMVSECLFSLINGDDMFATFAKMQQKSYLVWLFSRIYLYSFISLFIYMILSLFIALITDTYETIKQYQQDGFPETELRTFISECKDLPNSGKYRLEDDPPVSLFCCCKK
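Material: HEK293 cells stably carrying human TRPML3-YFP; compound dosing: single dose, 3 µM final nominal compound, 0.3% DMSO final; incubation: 1-h 37 °C dye load, 5-s basal, 120-s post-compound reads; technique: Fluo-8 intracellular calcium fluorescence, excitation 470-495 nm, emission 515-575 nm; read-out basis: percent activation from peak-to-basal fluorescence ratio, scaled between DMSO and carbachol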
NCF1 inh – p47phox/p22phox peptide binding inhibitors, primary screen, biochemical, uHTS, NADPH oxidase regulatory subunit | Neutrophil cytosol factor 1 (Homo sapiens), P14598 | fluorescence polarization, 2 h | inhibition, % at 24.7 µM | 220,000 compounds, 0.53% hits;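 active = inhibition above about 30%, limit read from the data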;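 note: 0% = p47phox with labelled peptide and 100% = labelled peptide alone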
Active calls of the source: *; · = not tested or not shown.

SMILES | Mdm2 ligase inh | TNF necrop inh | Runt-SMMHC FRET | TRPN1 ag | EBV gp42 block | CHOP inh | PPC-1+TRAIL kill | TRPML3 ag | NCF1 inh
O=C(NCc1ccccc1)C1=C[C@H](c2coc3ccccc3c2=O)C[C@H](OCc2ccc(CO)cc2)O1 | · | 0.5 | -5 | -1.9 | 1 | 1 | -14 | -1.0 | -30
COc1cccc(CNc2ccc(S(N)(=O)=O)cc2)c1OC | -18 | -3.2 | -3 | 0.3 | -4 | 19 | -6 | 0.8 | -7
COCCCNCCCCOc1ccc(Br)cc1Cl | -18 | -2.9 | 4 | 0.7 | -11 | 5 | 21 | 0.3 | -3
NC(=O)CC(NC(=O)c1ccccc1)c1ccc(NCc2ccc(F)cc2)c([N+](=O)[O-])c1 (centres undefined) | 7 | 2.3 | -3 | · | -27 | 9 | 8 | · | 7
CCOc1ccccc1NC(=O)COC(=O)C(CC(C)C)N1C(=O)C2CC=CCC2C1=O (centres undefined) | -10 | 3.3 | 0 | -1.0 | -21 | 11 | 7 | 0.7 | -8
Cc1cccc(N2CCN(C(=O)c3ccc(N4CCCC4=O)cc3)CC2C)c1 (centres undefined) | -8 | -4.2 | 0 | 3.8 | -3 | 56 | -10 | 2.5 | -2
COc1cccc(OC)c1C(=O)Nc1cccc(-c2ccc3nncn3n2)c1 | -10 | 0.3 | -1 | 0.3 | -11 | -15 | 5 | 1.5 | -37
Cc1cc(C)nc(/N=C(\N)Nc2ccc(S(=O)(=O)Nc3nccc(C)n3)cc2)n1 | -3 | 0.3 | 4 | 0.7 | -18 | -12 | -2 | -0.6 | 0
COc1ccccc1NC(=O)c1nc[nH]c1C(=O)Nc1ccccc1OC | -13 | -3.9 | -2 | 0.3 | -15 | -15 | 11 | -0.3 | -7
COC(=O)c1cccc(NS(=O)(=O)c2cccs2)c1C | -4 | 0.4 | 2 | -0.9 | -14 | 2 | 22 | -0.9 | -9
CCCCn1c(=O)c(CCC(=O)OCC(=O)NCc2ccc(OC)c(OC)c2)nc2ccccc21 | 18 | 1.2 | -3 | 0.0 | -12 | 0 | 2 | 0.0 | -6
CCCCNC(=O)C1CC(c2c(Cl)cccc2Cl)=NO1 (centres undefined) | -13 | -7.3 | 0 | 0.3 | 2 | 14 | 9 | -0.1 | -8
CCOc1ccc(N=Nc2c(=O)[nH]n3c(=O)c4c([nH]c23)CCCC4)cc1 | -5 | -0.5 | -28 | 0.2 | -12 | 87* | -3 | 0.2 | -32
CCOC(=O)C1(C(=O)OCC)CC1c1ccccc1 (centres undefined) | -8 | -3.6 | 0 | -0.3 | -11 | 24 | -9 | -0.1 | -5
O=C(O)c1cccc(N2C(=O)Nc3ccccc3N2O)c1 | 2 | 1.4 | 2 | -0.5 | -6 | 19 | 12 | 0.1 | -1
COc1cccc(CC(NC(C)=O)C(=O)NC2CCN(c3nc(C)cc(C)c3C#N)CC2)c1OC (centres undefined) | -10 | 0.2 | -1 | -0.1 | -18 | -19 | 5 | 0.5 | -6
COC(CNC(=O)c1ccc2c(c1)nc(C)n2-c1cccc(F)c1)OC | 3 | 0.5 | -7 | -0.3 | 4 | 10 | 10 | 1.1 | -5
CCN(CC)C(=O)C1CCCN(Cc2ccccc2)C1 (centres undefined) | · | 0.0 | 0 | 1.1 | -13 | 0 | 11 | 0.3 | 2
CC1(C)Cn2c(nnc2-c2cccc(O)c2)S1 | -20 | 1.0 | -2 | 1.0 | -32 | 12 | -1 | -0.2 | -3
CCCCN(CCCC)c1cn[nH]c(=O)c1Cl | 9 | -1.2 | 1 | -1.1 | -14 | 36 | -8 | -1.6 | 0

An excerpt of these results, with values under each structure.
Order of results: Mdm2 ligase inh	TNF necrop inh	Runt-SMMHC FRET	TRPN1 ag	EBV gp42 block	CHOP inh	PPC-1+TRAIL kill	TRPML3 ag	NCF1 inh
> COc1ccccc1NC(=O)c1nc[nH]c1C(=O)Nc1ccccc1OC
 : -13	-3.9	-2	0.3	-15	-15	11	-0.3	-7
> COC(=O)c1cccc(NS(=O)(=O)c2cccs2)c1C
 : -4	0.4	2	-0.9	-14	2	22	-0.9	-9
> CCCCn1c(=O)c(CCC(=O)OCC(=O)NCc2ccc(OC)c(OC)c2)nc2ccccc21
 : 18	1.2	-3	0.0	-12	0	2	0.0	-6

Other structures follow:
SMILES | Mdm2 ligase inh | TNF necrop inh | Runt-SMMHC FRET | TRPN1 ag | EBV gp42 block | CHOP inh | PPC-1+TRAIL kill | TRPML3 ag | NCF1 inh
COc1ccc(-c2nnc(SCc3ccc(C(=O)O)cc3)n2N)cc1 | -14 | 0.3 | 0 | -0.2 | -6 | 1 | 5 | 1.0 | 7
CCCCn1c(SC(C)C(N)=O)nc2cc(C(=O)OC)ccc2c1=O (centres undefined) | -1 | -2.8 | 3 | -0.2 | -24 | -7 | 12 | 1.2 | 0
O=C(Nc1ccc2cn[nH]c2c1)c1ccc(S(=O)(=O)N2CCOCC2)cc1 | · | 1.4 | -4 | 1.4 | -1 | -12 | 8 | 0.9 | -8
O=[N+]([O-])c1ccc(SCc2c(F)cccc2Cl)nc1 | -7 | 5.0 | 0 | -1.2 | -6 | 17 | -1 | -0.4 | 9
Cc1nc(NC2=NCN(CCCN3CCOCC3)CN2)nc2c(C)cccc12 | -31 | 6.1 | -5 | -0.1 | -23 | -27 | 12 | -0.1 | -12
CCCCCNC(=O)C(C)Sc1ccc(Cl)cc1 (centres undefined) | -3 | 1.5 | -1 | -2.2 | 4 | 8 | 13 | -0.9 | -7
c1ccc(-c2[nH]ncc2CN2CCN(Cc3ccc4c(c3)OCO4)CC2)cc1 | -12 | 3.1 | -5 | -0.7 | -10 | 7 | 12 | 0.5 | 4
Cc1nc2c(ccc3nc(NC(=O)c4ccc(S(=O)(=O)N(C)C)cc4)sc32)s1 | -13 | -1.1 | -2 | -0.8 | -11 | 57 | -7 | -0.5 | -1
COc1cc(C(=O)Nc2nc(-c3cc(C)ccc3C)c(C)s2)ccc1OCC(=O)Nc1ccc(F)cc1 | -14 | -0.5 | 6 | 1.5 | -26 | 38 | 32 | -0.3 | -8
CCc1ccc(OCC(=O)Nc2ccc(CN3CCCCC3)cc2)cc1 | -7 | 1.3 | 0 | 1.7 | -12 | -11 | 19 | 0.6 | -2
C=CCNC(=O)c1onc(CSc2cccc(OCC)c2)c1C(=O)O | -13 | -1.4 | 0 | 0.4 | -20 | -22 | 27 | -0.1 | 4
COc1ccc(C(=O)CSc2nnc3ccccn23)cc1OC | -3 | -0.2 | 1 | 2.6 | -12 | -10 | · | 0.5 | -5
Cc1nn(CC#N)c(=O)n1-c1ccccc1F | -4 | 1.3 | -3 | -0.1 | -10 | 15 | -25 | 0.6 | -12
OC(COc1ccccc1)CN1CCCCCC1 (centres undefined) | -3 | -0.3 | -2 | -0.1 | -9 | -5 | 22 | 0.6 | 1
Cc1ccc2nc(-c3ccccc3)c(CN3CCN(c4ccccc4F)CC3)n2c1 | -9 | 0.6 | 1 | 0.9 | 2 | 3 | 16 | 0.5 | 4
CN1C(C)(C)CC(=NOC(=O)c2ccccc2)CC1(C)C | -6 | -3.2 | 2 | 0.3 | 0 | 17 | -6 | 0.3 | -14
CC(C)(C)OC(=O)C(Cc1ccc(OC(C)(C)C)cc1)NC(=O)CNC(=O)OCc1ccccc1 (centres undefined) | 11 | 2.5 | 2 | -1.4 | 8 | 74* | 5 | -1.2 | -3
Cc1cc(N2CCN(S(=O)(=O)Cc3ccccc3)CC2)n2ncnc2n1 | -2 | -1.5 | -2 | 2.7 | 4 | -6 | 5 | 0.4 | -7
COc1ccccc1N(C)S(=O)(=O)c1ccc(C(=O)NCC(C)C)cc1 | -20 | 2.0 | 0 | 0.2 | -8 | 35 | 20 | 1.0 | -10
CCc1ccc(C(=O)N2CCN(c3ccc(F)cc3)CC2)s1 | 2 | -6.1 | -1 | -0.4 | -3 | 35 | 6 | 0.0 | -4
COc1ccc(OCCN2C(=O)NC3(CCc4ccccc4C3)C2=O)cc1 (centres undefined) | -9 | 2.6 | -2 | -0.4 | 0 | 26 | 19 | 0.0 | -11
CC(O)c1nc2ccccc2n1C1CCCCC1 (centres undefined) | 9 | -0.5 | 0 | 0.9 | -18 | 24 | 29 | 0.7 | 1
CCOC(=O)c1[nH]c2cc(OC)c(OC)cc2c1NC(=O)c1nonc1C | 9 | -1.0 | 2 | -0.5 | -8 | 12 | 11 | 0.1 | -17
COc1cc(CN(C(=S)NCC(=O)N2CCCC2)C2CCCC2)cc(OC)c1OC | -16 | 0.0 | -2 | 0.8 | -5 | 10 | 7 | 0.1 | 4
CC(=O)C(N=Nc1ccccc1)(Sc1nnc(-c2ccccc2)n1-c1ccccc1)C(=O)Nc1ccccc1 (centres undefined) | -7 | -3.4 | 0 | -1.3 | -12 | -7 | 16 | -0.6 | 2
COCCCNC(=O)Cc1ccccc1OC | 3 | 0.0 | 0 | -0.3 | -15 | 11 | -4 | 1.2 | -12
Cn1nc(C(=O)OCc2ccccc2F)c2ccccc2c1=O | -21 | 0.5 | 1 | 2.6 | 2 | 10 | 8 | 2.1 | 0
NC(=O)COC(=O)c1ccc2c(c1)S(=O)(=O)N=C1CCCCCN12 | -5 | 1.4 | -1 | 0.4 | -5 | -6 | 10 | 1.1 | 3
COc1ccc(C(=O)N2CCC(C(=O)Nc3ccccc3OC)CC2)cc1 | -11 | 1.1 | 6 | 2.3 | -11 | 26 | 19 | 0.6 | -6
COc1cc(CNCc2cccs2)cc(Br)c1OC | -9 | -1.7 | -5 | -0.8 | -10 | 32 | 27 | -0.2 | -29
CCOC(=O)C1(Cc2ccc(OC)cc2)CCN(C(=O)CCn2ccc(C)n2)CC1 | -7 | -0.9 | -2 | 0.1 | -5 | -7 | 3 | 0.1 | 4
COc1ccc(CCNC(=O)CSc2nnc(-c3cccc(C)c3)o2)cc1OC | -11 | 2.0 | -7 | 0.1 | 0 | 34 | -9 | -0.2 | -3
Cc1ccc(Nc2ccc([N+](=O)[O-])nc2[N+](=O)[O-])cc1 | -5 | -1.8 | -33 | -1.0 | 4 | -3 | 5 | 0.0 | -7
